Tb PFK inh: T. brucei PFK enzyme inhibition; T. brucei PFK, ADP-Glo luminescence; Potency, µM (highest dose often 57.5 µM), without a hit: top-dose activity, negative = inhibition, usual class: inhibitors; hit rate 0.17% among 330,000; AID 485367;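 further: potency means the concentration at half of the fitted maximal effect; 0% = uninhibited 1x PFK enzyme wells and -100% = no-enzyme wells; nearly all actives have a fitted effect of over 60% in size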
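In TEA buffer at pH 8.0 with 5 mM MgCl2, enzyme (1.25 nM) converted F6P (0.5 mM) and ATP (0.1 mM) for 45 min at room temperature. ADP product was read by luciferase luminescence.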
PKM2 activator: increases activity of human pyruvate kinase M2. P14618. purified PKM2, Kinase-Glo ATP luminescence, activation; response scale: 0% is enzyme alone, no compound. Potency, µM (top dose mostly 57.5 µM), for inactives: top-dose activation, usual class: activators. hit rate 0.34% among 260,000; further: potency means the concentration at half of the fitted maximal effect; on the % scale 0 is the no-effect control and ±100 the full control effect; nearly all actives have a fitted effect of over 55% in size
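Kinase-Glo luminescence reports ATP generated from ADP (0.1 mM) and PEP (0.5 mM) by purified hPK-M2 after 1 h at room temperature, pH 7.2 imidazole buffer; intermediate enzyme activity allows detecting inhibitors and activators.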
Giardia killer: kills Giardia lamblia; hit rate 0.15% among 340,000; activity change, % at 7.66 µM, hits read low; Giardia lamblia trophozoite viability; AID 540267; in the data active means activity change below about -80%; inconclusive means between about -30% and that limit;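 further: parasites exposed to compound for two days anaerobically before the ATP read; on the % scale 0 is the no-effect control and ±100 the full control effect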
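Killing of trophozoites was scored by loss of ATP luminescence after a 48 hrs anaerobic exposure to compounds at 37 deg C, using 100 cells per well.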
BCR signal inh: chronic active BCR signaling inhibition; Potency, µM (series often up to 46.1 µM), without a hit: at the top dose ratio change, negative = lower green/red ratio, most hits filed as inhibitors; hit rate 0.05% among 340,000; ABC-DLBCL IkBa-CBG/CBR reporter, luminescence ratio, 4 h; active means well fitted inhibition curve with a large enough effect in the signal ratio, with a control signal flat, not every such curve was filed as active; inconclusive means small, poorly fitted or top-dose-only effect, or effect the other way, or a change in a side signal; the % refers to the signal ratio;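 further: potency means the concentration at half of the fitted maximal effect; plate controls were basal doxycycline-induced cells for no effect and cells given 10 µM MG132 for full effect; MG132 reads +100%, hits lower the ratio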
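TMD8 ABC-DLBCL cells carrying doxycycline-inducible green luciferase fused to IkappaBalpha plus unfused red luciferase were exposed to compounds (up to 46 uM) for 4 hrs at 37C. Activity came from the overlap-corrected green/red luminescence ratio.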
Coupling enz: inhibits coupling enzyme system, counter-screen for aldolase hits | coupling enzyme system counterscreen, AmpLite Red fluorescence | activity change, negative = inhibition, % at 58.2 µM, hits read low | hit rate 0.67% among 290,000 | AID 2472; in the data active means activity change below about -30%; further: on the % scale 0 is the no-effect control and ±100 the full control effect
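Counterscreen lacking aldolase: glyceraldehyde-3-phosphate coupling-enzyme reagent preincubated 10 min at RT with compound (at 57.5 uM final), then substrate/coupling system with AmpLite Red added; fluorescence read at 525/598 nm after 20 min RT.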
B2AR arrestin: recruits beta-arrestin to the human beta2-adrenergic receptor; beta-arrestin recruitment to beta2AR, cell-based reporter; Potency, µM (highest dose often 46.1 µM), inactives show top-dose activation, actives largely listed as activators; hit rate 0.02% among 330,000;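 further: potency means the concentration at half of the fitted maximal effect; 0% = DMSO controls and full agonism = EC100 isoproterenol or metaproterenol; nearly all actives have a fitted effect of over 65% in size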
Target sequence (P07550 whole entry, looked up): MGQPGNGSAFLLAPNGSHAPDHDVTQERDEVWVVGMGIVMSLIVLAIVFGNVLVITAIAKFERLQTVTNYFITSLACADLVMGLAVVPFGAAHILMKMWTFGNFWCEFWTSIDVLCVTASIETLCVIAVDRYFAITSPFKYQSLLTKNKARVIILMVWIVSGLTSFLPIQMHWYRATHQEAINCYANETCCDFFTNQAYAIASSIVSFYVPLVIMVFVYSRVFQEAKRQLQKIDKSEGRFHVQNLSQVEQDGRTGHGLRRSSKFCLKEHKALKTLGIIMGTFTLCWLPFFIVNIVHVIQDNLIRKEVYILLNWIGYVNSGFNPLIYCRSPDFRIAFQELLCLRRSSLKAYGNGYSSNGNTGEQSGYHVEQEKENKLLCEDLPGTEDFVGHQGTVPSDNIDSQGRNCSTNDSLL
S-ASM inh: human S-ASM enzyme inhibition; P17405; placental ASM, HMU-PC fluorogenic substrate, 60 min; Potency, µM (series often up to 57.5 µM), for inactives: at the top dose activity change, negative = inhibition, hits mostly inhibitors; hit rate 0.006% among 340,000; AID 504937; further: potency means the concentration at half of the fitted maximal effect
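Human placenta-derived ASM enzyme was preincubated with compound for 10 minutes at room temperature, then given fluorogenic substrate HMU-PC0 (9 uM final) for 60 minutes at 37 °C; a pH 10 stop preceded fluorescence reading at Ex 386/Em 447 nm.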
Integrin act MD: integrin-mediated muscular dystrophy alleviation activation; alpha7betagal myoblasts, beta-gal FDG fluorescence, 48 h; Potency, µM (top dose mostly 38.3 µM), for the others: at the highest dose activation, usual class: activators; hit rate 0.064% among 350,000; AID 624291;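 further: potency means the concentration at half of the fitted maximal effect; 100% = response of the positive control SU9516; nearly all actives have a fitted effect of over 60% in size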
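Alpha7betagal+/- myoblasts (passage 13) were plated 16-24 hr, then exposed to compounds (1:260 dilution of DMSO stock) for 48 hours at 37C. After MPER lysis, β-galactosidase reporter activity was read as FDG fluorescence (ex 480/em 540) after 30 minutes.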
Menin MLL FP TR: displaces Texas Red mutant MLL peptide from human menin. Potency, µM (titrated, usually from 61.6 µM), for inactives: at the top dose FP activity change, negative = inhibition, actives largely listed as inhibitors. O00255. hit rate 0.23% among 270,000. Menin + Texas Red MLL mutant peptide, fluorescence polarization; active means well fitted inhibition curve with a large enough effect in the polarisation, with a control signal flat, not every such curve was filed as active; inconclusive means small, poorly fitted or top-dose-only effect, or effect the other way, or a change in a side signal; inactive means no such curve, though single readings can be large or run the other way; the % refers to the polarisation; further: potency means the concentration at half of the fitted maximal effect; % of control where 0% means no effect; many of its hits are not listed in these tables
Target sequence (O00255 whole entry, looked up): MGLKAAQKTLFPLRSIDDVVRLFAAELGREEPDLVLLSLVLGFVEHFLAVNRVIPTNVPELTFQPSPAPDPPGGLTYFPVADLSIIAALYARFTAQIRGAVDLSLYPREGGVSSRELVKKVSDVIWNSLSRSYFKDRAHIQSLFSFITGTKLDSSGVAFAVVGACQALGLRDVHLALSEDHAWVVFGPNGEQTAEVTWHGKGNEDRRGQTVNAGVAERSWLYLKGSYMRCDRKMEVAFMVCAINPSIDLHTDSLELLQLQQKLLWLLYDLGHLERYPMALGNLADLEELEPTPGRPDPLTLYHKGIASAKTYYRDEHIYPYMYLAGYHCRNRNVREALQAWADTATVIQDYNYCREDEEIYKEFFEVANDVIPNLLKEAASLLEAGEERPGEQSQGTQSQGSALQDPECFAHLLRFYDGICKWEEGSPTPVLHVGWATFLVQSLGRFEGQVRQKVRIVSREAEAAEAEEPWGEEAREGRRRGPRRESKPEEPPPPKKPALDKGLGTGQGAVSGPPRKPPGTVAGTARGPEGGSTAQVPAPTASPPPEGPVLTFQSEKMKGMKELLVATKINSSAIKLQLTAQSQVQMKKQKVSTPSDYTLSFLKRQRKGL
PTAP TSG101 blk: blocks PTAP/TSG101 interaction to inhibit HIV-1 budding | Q99816 | Fluorescence polarization, FITC-PTAP peptide / Tsg101 binding | Potency, µM (highest dose often 115 µM), for the others: at the highest dose activity change, negative = inhibition, usual class: inhibitors | 340,000 tested, under 10 active; active means well fitted inhibition curve with a large enough effect in the main read-out, with a control signal flat, not every such curve was filed as active; inconclusive means small, poorly fitted or top-dose-only effect, or effect the other way, or a change in a side signal; inactive means no such curve, though single readings can be large or run the other way; further: potency means the concentration at half of the fitted maximal effect; % of control where 0% means no effect
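Tsg101 binding domain (10 uM final) was mixed with compound and a FITC-labeled PTAP peptide (50 nM final) in HEPES pH 7.5 buffer with NaCl, Tween 20, EDTA and TCEP; fluorescence polarization was read after 20 min at r.t.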
GALK inh: galactokinase (human) inhibition; Potency, µM (titrated, usually from 57.5 µM), inactives show at the highest dose activity change, negative = inhibition, most hits filed as inhibitors; Purified GALK, Kinase-Glo residual ATP luminescence; AID 1868; hit rate 0.007% among 270,000; P51570; further: potency means the concentration at half of the fitted maximal effect; on the % scale 0 is the no-effect control and ±100 the full control effect
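Human GALK (5 nM) with 35 uM ATP and 100 uM galactose in 20 mM HEPES pH 8.0, 5 mM MgCl2, 60 mM NaCl, 1 mM DTT, 0.01% BSA. After 1 h at room temperature, leftover ATP was read by Kinase-Glo Plus luminescence.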
Numbers without * were called inactive; ? = inconclusive; . = not tested or not shown; & = joins results of further samples; [ ] = remark or other dose. Unless noted, the call rests on the fitted dose curve; in most records, active means well fitted curve in the direction sought with a large enough effect; inconclusive means small, poorly fitted or top-dose-only effect, or another doubt; inactive means no such curve, though single readings can be large; an effect the other way counts as inactive or inconclusive.

SMILES	Tb PFK inh	PKM2 activator	Giardia killer	BCR signal inh	Coupling enz	B2AR arrestin	S-ASM inh	Integrin act MD	Menin MLL FP TR	PTAP TSG101 blk	GALK inh
O=C(COc1ccc2c(c1)CCC2)NCc1ccccc1	11.9%	0.1%	2.8	0.5%	-0.1	0.0%	-1.6%	6.7%	-8.8%	-0.3%	0.3%
O=C(OCc1ccc(Br)cc1)c1cccnc1	0.2%	-3.9%	20.7	13.6%	-0.7	0.2%	3.2%	17.9%	-9.3%	-1.2%	1.8%
COc1cc(CCCN2C(=O)C(=O)NC[C@@H]2Cc2ccc(O)cc2)cc(OC)c1OC	2.3%	-0.3%	?	-2.9%	7.8	0.0%	5.9%	5.7%	.	1.2%	0.0%
CC(=O)Nc1cc(OC(=O)c2ccco2)cc(OC(=O)c2ccco2)c1	-3.4%	0.4%	-6.1	-0.2%	-2.0	-0.7%	-2.4%	23.8%	8.7%	-1.3%	1.5%
C=C(C)c1cccc(C(C)(C)NC(=O)NCCCn2ccnc2)c1	0.9%	-3.5%	14.1	-0.7%	1.1	-0.7%	2.2%	?	1.9%	-3.0%	0.2%
CC1CCCN(c2c([N+](=O)[O-])cc(C(=O)O)cc2[N+](=O)[O-])C1 (stereo not given)	-2.5%	0.4%	-29.1	?	30.4	0.1%	7.1%	-1.3%	?	-9.8%	-1.4%
CSc1ccc(CNCC2CCCO2)cc1 (stereo not given)	-0.8%	-1.5%	8.3	8.4%	3.6	-0.6%	4.2%	16.9%	7.9%	4.2%	4.6%
CC(C)Oc1ccc(C(=O)OCC(=O)N2CCCc3ccccc32)cc1	3.0%	.	7.8	-6.2%	.	0.5%	-1.6%	17.3%	.	0.0%	.
COCCN1C(=O)N[C@@H](CCc2ccccc2)[C@@H](C(=O)OC)[C@H]1C	.	-10.3%[11.5 µM]	-14.3	.	1.2	.	-1.0%	32.2%	-17.9%[11.7 µM]	0.2%	.
O=C(Nc1ccc(C(=O)NC2CCCCC2)cc1)c1cncc(Br)c1	-1.4%	-6.5%	-0.4	-8.0%	0.0	-0.6%	1.3%	5.0%	?	3.9%	5.8%
c1ccc(-c2cc3ccccc3nc2N2CCCC2)cc1	-1.2%	-1.8%	8.0	29.6%	2.4	0.4%	204.9%[activator]	-20.2%	19.7%	-2.2%	-1.7%
O=C(CSc1nnc(-c2cccc(Br)c2)o1)N1CCOCC1	-2.8%	-2.7%	6.2	0.8%	0.2	-0.3%	0.5%	10.8%	3.5%	-3.7%	-0.1%
COC(=O)c1cnn(-c2ccccc2)c1-n1cccc1C=O	-1.3%	-3.0%	3.5	-0.6%	-0.8	-0.4%	-1.1%	7.8%	5.2%	-7.5%	5.1%
C/C(=N\NC(=O)c1cc(-c2cccnc2)nc2ccccc12)c1ccc(O)cc1O	-2.0%	-3.2%	-13.1	-11.0%	-0.1	-0.1%	6.5%	0.7%	?	-3.6%	2.5%
CC(=O)c1cccc(NC(=O)N2CCN(S(C)(=O)=O)CC2)c1	-2.4%	2.2%	18.6	-4.7%	0.6	0.0%	4.9%	12.1%	-1.7%	-4.3%	-1.9%
O=C(CSc1cccc(C(F)(F)F)c1)NC(=O)c1ccccc1	-0.4%	-2.8%	3.1	-24.3%	5.2	2.3%	-0.5%	-8.6%	4.8%	0.2%	-0.2%
CCOc1cc2[nH]c(=O)n(CCCCCC(=O)NCc3ccco3)c(=O)c2cc1OCC	0.7%	-1.0%	-7.4	4.8%	0.1	-0.6%	0.7%	-23.3%[7.66 µM]	9.3%	-0.2%	0.2%
COc1ccccc1C(=O)C1CCCN(Cc2cccc3nccnc23)C1 (stereo not given)	2.2%	-2.3%	26.8	-13.4%	0.8	-0.2%	-0.2%	-20.0%	0.5%	-3.3%	0.7%
COc1cccc(CN(C)C(=O)CN2C(=O)NC3(CCCc4ccccc43)C2=O)c1 (stereo not given)	-9.8%	.	-4.3	0.2%	.	-0.3%	0.3%	-16.3%	.	-2.1%	.
O=C(C1CCCN(S(=O)(=O)c2cccs2)C1)N1CCN(C2CCCCC2)CC1 (stereo not given)	-6.5%	2.9%	-15.8	?	3.9	0.3%	-1.6%	-7.6%	?	-3.7%	-2.0%
Cc1cc(C(=O)O)ccc1N/C=C1\CCCC(C)C1=O (stereo not given)	-0.3%	-1.7%	2.0	?	0.5	0.2%	20.1%	7.1%	.	-15.5%	-2.2%
CCCCCc1c(O)nc(SCCN2CCOCC2)[nH]c1=O	0.9%	-0.5%	-1.1	9.6%	0.0	0.0%	-1.5%	10.2%	2.2%	-0.2%	-1.9%
COC(=O)[C@]1(C)CCC[C@@]2(C)C3CC[C@@]4(C)C[C@]3(CCC21)CC(=O)N4 (stereo not given in full)	-3.6%	.	-1.6	?	.	0.2%	-1.2%	-1.4%	.	2.6%	.
COc1ccc(NS(=O)(=O)c2cccc(C(=O)NNC(=O)CNC(=O)c3ccco3)c2)cc1	-6.3%	-1.3%	-12.5	-1.7%	.	-0.7%	1.7%	-9.8%	.	-6.9%	-2.5%
C#CCOCCOCCOCCNc1nc(N2CCN(C(=O)CCCCCCCCCCNC(=O)Cn3cc(C[C@@H](C)O)nn3)CC2)nc(N2CCN(C(=O)CCCCCCCCCCNC(=O)[C@H](CCCCN)n3cc(C[C@@H](C)CC)nn3)CC2)n1	?	.	7.9	13.4%	.	-0.2%	-13.6%	-48.9%[inhibitor]	.	24.3%	.
COc1ccc(/C=N/NC(=O)c2sc(C)nc2C)cc1	0.0%	-4.0%	4.0	?	-4.0	0.0%	2.9%	?	-5.9%	-1.6%	-0.1%
O=C(/C=C/c1cccc([N+](=O)[O-])c1)NCc1cccnc1	-0.5%	-3.1%	32.5[activator]	?	0.7	-0.4%	5.3%	15.9%	9.5%	-7.2%	3.5%
Clc1ccc(C2=Nc3cc(Cl)ccc3OC2)cc1	0.0%	-2.5%	2.6	5.1%	-0.2	-0.7%	3.9%	-7.0%	?	0.1%	1.0%
Cc1ccc(S(=O)(=O)NCCSc2nncn2C)cc1	-3.2%	-3.6%	5.9	3.0%	-0.2	-0.7%	1.9%	5.2%	0.7%	-0.5%	-1.6%
Cc1cc(N2CCN(c3ccccc3)CC2)n2nnnc2n1	0.3%	-3.6%	-4.4	?	-1.0	-0.2%	-0.6%	-7.3%	-18.5%	-3.3%	-1.3%
COc1ccc(OC)c(Nc2nc(N)c([N+](=O)[O-])c(NCc3ccccc3)n2)c1	1.3%	-10.3%	-12.8	0.1%	1.3	0.1%	-0.8%	-17.0%	.	0.2%	.
O=C(COc1ccccc1)Nc1c(Cl)ccc2nsnc12	-4.6%	-0.5%	-9.2	-7.7%	-1.5	0.4%	-1.9%	7.2%	13.2%	1.7%	16.7%
Cc1ccc(/C=N/NC(=O)c2ccc3ccccc3c2)s1	-7.8%	0.6%	24.9	?	-0.9	-0.9%	-7.6%	-21.8%	?	-8.4%	-2.7%
CCCCCCN(C(=O)CCCCCN1C(=O)NC(c2ccc(C3CCCCC3)cc2)C(C(=O)OCc2ccccc2)=C1C)C(C(=O)NCCCC)c1ccc(OCC(=O)OC)c(C(=O)OC)c1 (stereo not given)	0.1%	-2.8%&-11.4%	.	-1.7%	-1.4&0.8	0.5%	.	.	-2.5%	.	-1.2%
C=C(C)CN(CC)C(=O)CC1C(=O)NCCN1C (stereo not given)	-0.8%	-2.0%	12.1	-1.7%	0.8	0.0%	2.7%	-16.7%	7.3%	-2.0%	11.1%
Cc1ccccc1-c1nc2cc(NC(=O)C3CC3)ccc2o1	1.3%	-0.7%[11.5 µM]	4.3	-8.5%	-5.2	-1.1%	-5.3%	13.2%	15.9%	0.6%	-3.2%
CCN1C(=O)N(C)C(N(O)C(=O)NC)C1(C)C (stereo not given)	-0.6%	-0.4%	-0.8	-0.6%	1.1	-0.2%	-1.6%	-2.7%	5.1%	-0.9%	3.4%

Not all compounds are listed; count on the stated rates, not on these rows.
